Source: PubChem BioAssay (several laboratories)
CCHFV vOTU inh: blocks the CCHF virus ovarian tumor domain protease | 0.55% of 370,000 active | inhibition, % at 11.5 µM | CCHFV vOTU protease, Pep-AMC fluorescence | AID 651958; in the data active means inhibition above about 30%; further: 0% = vehicle wells with enzyme and 100% = no enzyme wells
Y pestis TopoI: inhibitors of Yersinia pestis topoisomerase I; Y. pestis Topo-I cleavage product accumulation, plate reader; activity, % at 10 µM; 0.064% of 360,000 active; AID 504884; in the data active means activity above about 50%, passing the limit was not always enough; further: inactives centre near 2
BH1578 lux ind: induces V. cholerae light production without autoinducers. V. cholerae BH1578 lux reporter, luminescence, 6 h. activation, % at 18.7 µM. 0.16% of 350,000 active. AID 588436; in the data active means activation mostly above about 9.7%, no sharp cut-off; further: not every result past the cut was called active; inactives centre near 0; reference of the scale not given here
PrPC surface inh: inhibitors of human cell surface prion protein PrPC; inhibition, % at 13.8 µM; TR-FRET read-out; AID 720596; 0.43% of 370,000 active; in the data active means inhibition above about 24%; further: 0% = median of the test wells and 100% = reference compound wells
SSB-PriA inh: blocks PriA binding to SSB C-terminal tail; AlphaScreen SSBct-PriA binding, biotinylated peptide; inhibition, % at 33 µM; 0.6% of 430,000 active; AID 1272365; in the data active means inhibition mostly above about 37%, no sharp cut-off; inactive means mostly below about 20%;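 further: plate controls were negative control peptide for no effect and reference peptide for full effect; strong numbers were not always called active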
TcdB inh: blocks C. difficile toxin B glycohydrolase activity; 0.24% of 350,000 active; P18177; inhibition, % at 9.99 µM; TcdB glycohydrolase enzymatic assay, plate reader; in the data active means inhibition above about 10%
3CLpro inhibitor: SARS-CoV 3CLpro protease inhibition | inhibition, % at 6 µM | AID 1706 | 0.14% of 290,000 active | P0C6X7 | recombinant SARS-CoV 3CLpro, quenched FRET peptide cleavage; in the data active means inhibition above about 12%
MazF activator: increases E. coli MazEF RNase cleavage of RNA. FAM/BHQ RNA-DNA oligo cleavage fluorescence, 5 h. 0.32% of 350,000 active. AID 504720. activation, % at 20 µM. P0AE70; in the data active means activation above about 50%
Target sequence (P0AE70 whole entry, looked up): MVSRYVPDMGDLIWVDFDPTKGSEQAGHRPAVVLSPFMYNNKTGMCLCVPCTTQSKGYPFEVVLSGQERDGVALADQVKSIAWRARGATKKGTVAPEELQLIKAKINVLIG
DUSP3 inh: DUSP3 (human) phosphatase inhibition; P51452; recombinant VHR phosphatase, pNPP absorbance; inhibition, % at 13.3 µM; 0.52% of 290,000 active; in the data active means inhibition above about 50%; further: some compounds called inactive have numbers as strong as hits
Target sequence (P51452 whole entry, looked up): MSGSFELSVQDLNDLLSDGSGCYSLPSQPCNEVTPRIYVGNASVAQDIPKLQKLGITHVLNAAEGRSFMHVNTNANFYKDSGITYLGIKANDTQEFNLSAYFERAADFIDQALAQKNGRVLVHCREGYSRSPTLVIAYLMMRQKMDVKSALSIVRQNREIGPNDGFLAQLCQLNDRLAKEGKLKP
Rv3671c inh: Rv3671c (M. tuberculosis) protease inhibition. P9WHR9. inhibition, % at 5.96 µM. 0.048% of 320,000 active; in the data active means inhibition above about 38%;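 further: extracellular domain of Rv3671c used as enzyme; 0% = enzyme with DMSO and 100% = no enzyme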
Target sequence (P9WHR9 whole entry, looked up, the tested form may be a part): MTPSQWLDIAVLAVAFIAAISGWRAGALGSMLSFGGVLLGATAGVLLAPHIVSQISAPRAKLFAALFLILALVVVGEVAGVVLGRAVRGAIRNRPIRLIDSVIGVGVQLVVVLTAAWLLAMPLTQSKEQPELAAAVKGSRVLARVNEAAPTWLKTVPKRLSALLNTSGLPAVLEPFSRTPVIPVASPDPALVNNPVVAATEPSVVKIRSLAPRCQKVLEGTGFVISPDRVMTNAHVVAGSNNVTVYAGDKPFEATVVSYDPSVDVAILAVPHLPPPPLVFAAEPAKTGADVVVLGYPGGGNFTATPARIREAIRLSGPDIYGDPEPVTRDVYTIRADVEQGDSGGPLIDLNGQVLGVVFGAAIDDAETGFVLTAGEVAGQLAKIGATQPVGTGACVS
Active calls of the source: *; i = inactive; . = no result given; & = joins results of further samples.

SMILES | CCHFV vOTU inh | Y pestis TopoI | BH1578 lux ind | PrPC surface inh | SSB-PriA inh | TcdB inh | 3CLpro inhibitor | MazF activator | DUSP3 inh | Rv3671c inh
O=C(NCC(=O)N(c1ccc(F)cc1)C(C(=O)NC1CCCCC1)c1cccnc1)c1ccco1 (stereo unspecified) | 2 | 0 | -0.2 | -5 | -3 | 0.2 | 4 | 2 | 6 | -1
O=C(Nc1ccccc1C(=O)N1CCOCC1)c1ccc(F)cc1 | 6 | 7 | i | -2 | -4 | . | 0 | 1 | 14 | -3
CCOC(=O)c1ccc(-n2cccc2/C=C2\NC(=O)NC2=O)cc1 | 9 | 13 | i | -9 | 1 | 1.2 | . | 5 | . | -4
O=C(CN1CCc2[nH]c3ccccc3c2C1)N1CCCCC1 | 0 | 17 | 1.0 | -6 | 2 | . | 3 | 2 | 13 | -6
Cc1ccc(S(=O)(=O)NCc2ccc(C(=O)NCCCN3CCC(Cc4ccccc4)CC3)cc2)cc1 | -8 | 1 | 0.4 | -3 | 10 | -0.5 | 0 | 12 | 15 | 3
CC(C(=O)Nc1ccccc1F)N1CCN(S(=O)(=O)c2ccc(C(F)(F)F)cc2)CC1 (stereo unspecified) | 19 | 40 | -0.7 | -4 | -2 | 2.3 | . | 2 | . | .
CCOC(=O)c1sc(NC(=O)CSc2nncn2C)nc1C | -2 | -2 | i | 5 | -14 | 1.2 | 1 | 0 | 15 | 5
COc1ccc(-c2nc3n(c2Br)CCC3)cc1 | 12 | 10 | -0.9 | 3 | 19 | . | -1 | 7 | 26 | -1
CNC(=O)OCc1n(C)cc[n+]1C | 7 | 1 | -0.7 | -4 | -4 | -0.8 | 3 | 12 | 27 | 0
Nn1c(CN2CCCCC2)nc2ccccc2c1=O | -10 | 6 | i | -1 | -5 | . | -3 | -4 | 7 | 0
O=C1Nc2ccc(Br)cc2C1(O)c1ccc(F)cc1 (stereo unspecified) | -8 | 3 | 1.1 | 6 | -4 | -3.1 | 0 | -4 | . | 7
COc1ccc(C(=O)Cc2cc3cccc(OC)c3oc2=O)cc1 | 9 | 9 | -1.6 | 10 | 5 | 0.1 | 0 | 16 | . | 6
Cc1ccccc1N1CCN(Cc2nc(Cc3ccccc3)no2)CC1 | -7 | -2 | -1.6 | -1 | -8 | 1.9 | -1 | -3 | 22 | 4
Cc1cc(F)ccc1NCc1ccc([N+](=O)[O-])cc1 | -8 | -7 | -0.3 | 14 | 19 | 0.8 | 2 | -6 | -2 | 2
COc1ccc(-c2cc3nnc(-c4ccccc4)nc3s2)cc1 | -6 | -1 | i | 0 | -10 | . | -1 | -6 | 0 | 2
Cc1ccc(/C(O)=C2/C(=O)C(=O)N(CCN3CCOCC3)C2c2ccccn2)cc1 (stereo unspecified) | 13 | 1 | -0.2 | -6 | . | . | 6 | 3 | 3 | 0
COC(=O)c1c(N2C(=O)CC(Sc3ccccc3C(=O)O)C2=O)sc2c1CCCC2 (stereo unspecified) | 1 | 1 | 0.5 | -8 | -3 | -2.7 | 6 | -3 | 1 | -2
Cc1ccc(N(C)C2=NC(=O)CS2)cc1Cl | -2 | 3 | 0.4 | 9 | 4 | 0.1 | 0 | 8 | 2 | -7
O=C(c1ccc2c(c1)OCO2)N1CCN(c2ccc(C(F)(F)F)cn2)CC1 | 2 | 14 | -0.2 | -1 | -13 | -0.2 | -2 | 9 | 2 | 1
O=C(COC(=O)CNC(=O)c1ccccc1Cl)NC1CCCC1 | 3 | 1 | i | -2 | -3 | 0.5 | . | -1 | . | 0

Arranged by number of heavy atoms (smallest number first): some entries from above.
SMILES | CCHFV vOTU inh | Y pestis TopoI | BH1578 lux ind | PrPC surface inh | SSB-PriA inh | TcdB inh | 3CLpro inhibitor | MazF activator | DUSP3 inh | Rv3671c inh
Nn1c(CN2CCCCC2)nc2ccccc2c1=O | -10 | 6 | i | -1 | -5 | . | -3 | -4 | 7 | 0
O=C(CN1CCc2[nH]c3ccccc3c2C1)N1CCCCC1 | 0 | 17 | 1.0 | -6 | 2 | . | 3 | 2 | 13 | -6
COc1ccc(C(=O)Cc2cc3cccc(OC)c3oc2=O)cc1 | 9 | 9 | -1.6 | 10 | 5 | 0.1 | 0 | 16 | . | 6
Cc1ccc(/C(O)=C2/C(=O)C(=O)N(CCN3CCOCC3)C2c2ccccn2)cc1 (stereo unspecified) | 13 | 1 | -0.2 | -6 | . | . | 6 | 3 | 3 | 0
Cc1ccc(S(=O)(=O)NCc2ccc(C(=O)NCCCN3CCC(Cc4ccccc4)CC3)cc2)cc1 | -8 | 1 | 0.4 | -3 | 10 | -0.5 | 0 | 12 | 15 | 3

The listing continues:
SMILES | CCHFV vOTU inh | Y pestis TopoI | BH1578 lux ind | PrPC surface inh | SSB-PriA inh | TcdB inh | 3CLpro inhibitor | MazF activator | DUSP3 inh | Rv3671c inh
COc1ccc(OC)c(C(c2nnnn2C2CCCC2)N2CCN(c3ccc(F)cc3)CC2)c1 (stereo unspecified) | 11 | 34 | -2.2 | 4 | 12 | . | 5 | -6 | 3 | 7
O=S(=O)(NCc1nnnn1-c1ccc(F)cc1)c1ccc(F)cc1 | -4 | 2 | i | 0 | . | 0.3 | . | -3 | . | .
CCOc1ccc(S(=O)(=O)N2CCCC(C(=O)N3CCCC3)C2)cc1 (stereo unspecified) | 4 | 9 | -0.8 | -4 | -7 | -0.1 | -2 | -2 | 2 | -1
CCOC(=O)c1nnc2ccnn2c1N | 16 | 1 | -10 | 1 | 0 | 0.7 | 0 | 2 | 7 | 2
COc1cccc(-c2nc(CS(=O)CC(=O)O)c(C)o2)c1 (stereo unspecified) | -3 | 5 | -0.2 | 3 | -2 | -0.9 | 1 | 8 | 25 | 0
CCCCC(CC)C(=O)O (stereo unspecified) | 3 | 4 | -0.3 | 0 | -4 | 0.1 | . | 6 | . | 4
Nc1cc(=O)[nH]c(SCC(=O)Nc2cc(Cl)ccc2Cl)n1 | 23 | 2 | -0.4 | 6 | -8 | 0.4 | 1 | -1 | 24 | -5
CCOC(=O)COc1c(Cl)cc(C2NC(=S)NC(c3ccccc3)=C2C(C)=O)cc1OCC (stereo unspecified) | 0 | -8 | -0.4 | -2 | -9 | . | 1 | 9 | -9 | -3
COc1cc(OC)cc(C(=O)N[C@H](C(=O)OCC(=O)NC(C)c2ccccc2)C(C)C)c1 (stereo partly specified) | -5 | 14 | -0.5 | 0 | -3 | . | 2 | 1 | -9 | -9
CCN1CCN(c2ccc([N+](=O)[O-])cc2C(=O)OC)CC1 | 2 | -4 | i | -20 | -2 | -0.4 | -2 | -8 | 3 | 4
COC(=O)c1ccc(NC(=O)C(=O)N2CCN(C(=S)Nc3ccc(OC)cc3)CC2)cc1 | -11 | -3 | i | 0 | 0 | . | 2 | -9 | 12 | 15
Cc1cccnc1-n1c(-c2ccccc2)nc2ccccc2c1=O | 25 | 4 | -0.4 | -2 | -10 | . | 2 | 3 | 32 | -6
CCCNC(=O)N1CCN(c2nc(C(C)C)c3c(c2C#N)CC(C)(C)OC3)CC1 | -6 | 8 | -0.4 | -2 | 24 | 1.9 | 0 | -22 | 29 | -4
CC(C)c1ccc(N(CC(=O)NCCSC(C)(C)C)S(C)(=O)=O)cc1 | 7 | 3 | -0.4 | -1 | -7 | . | -2 | -12 | 17 | -2
O=C(Nc1cc2c(cc1Br)OCCO2)c1ccco1 | 5 | -5 | 0.5 | 2 | 5 | . | 2 | 5 | -9 | 3
O=C(COC(=O)C1CC(=O)N(Cc2ccco2)C1)Nc1ccccc1[N+](=O)[O-] (stereo unspecified) | -7 | -4 | -3.7 | -19 | -10 | -0.2 | . | 1 | . | .
COc1ccccc1N(Cc1cc2cccc(C)c2[nH]c1=O)C(=O)C(C)C | 3 | 6 | 5.9 | 1 | -28 | . | 3 | 3 | 44 | 5
CCOC(=O)N1CCN(C2CC(=O)N(c3ccc(Cl)c(Cl)c3)C2=O)CC1 (stereo unspecified) | -3 | -9 | 2.6 | -4 | -6 | . | 0 | 5 | 0 | -4
CCOC(=O)N1CCN(c2ccccc2O)CC1 | 2 | 2 | -0.4 | -11 | -20 | . | 2 | -5 | 4 | 1
COc1ccc(OC)c(-c2cc(C(=O)N3CCOCC3)no2)c1 | 0 | -5 | i | 8 | -2 | 1.2 | 2 | 13 | 6 | 0
COc1ccc(NC(C)=O)cc1NC(=O)CSc1nnc(C2CCCCC2)n1N | 13 | 3 | i | 1 | 4 | 0.6 | -2 | 0 | 70 | -13
CN1CCN(c2ccc(NC(=O)c3ccc(Cl)cc3)cn2)CC1 | -4 | 5 | i | 3 | -1 | -0.3 | 2 | 1 | 17 | 4
COc1ccc(-n2c(NC(=O)c3ccco3)c(C#N)c3nc4ccccc4nc32)cc1 | 15 | 17 | -2.9 | -32 | 25 | . | 4 | -7 | 2 | -90
O=C1C=C(c2ccc3ncccc3c2)C[C@@H](c2ccc3c(c2)OCO3)C1 | 13 | 4 | -11 | -10 | 17 | -0.3 | . | 11 | . | -15
O=C(/C=C/c1c(Cl)cccc1Cl)NCc1ccccc1 | -14 | 2 | -0.1 | -1 | -4 | . | 0 | -2 | 37 | -9
COc1cc(C)ccc1OCCON1C(=O)CCC1=O | 0 | 1 | -2.1 | -7 | -16 | 0.9 | 0 | 7 | -3 | 0
Cc1sc2ncnc(N3CCC(C(=O)Nc4cc(S(C)(=O)=O)ccc4Cl)CC3)c2c1C | -3 | 35 | -0.3 | 17 | 5 | -0.9 | . | -2 | . | -4
CN(C)C(=O)Oc1cc(OC(=O)N(C)C)cc(C(O)CNC(C)(C)C)c1 (stereo unspecified) | -3&2 | -3&-1 | -0.8 | 16&9 | -3 | 1.0&2.1 | . | 2&-1 | . | -15&-7
COc1cc(CC(=O)OCC(=O)Nc2cc(S(=O)(=O)N3CCCC3)ccc2Cl)cc(OC)c1OC | -9 | 13 | . | -1 | -4 | . | -3 | -3 | -6 | -11
NC(N)=NS(=O)(=O)c1ccc(NC(=S)NC(=O)/C=C/c2ccc(F)cc2)cc1 | 12 | -3 | i | -8 | -6 | 0.1 | 1 | -25 | 16 | 1
C/C(=N\NC(=O)c1ccc(C)cc1)C1C(=O)c2ccccc2C1=O | 16 | -10 | i | -4 | . | . | -2 | 0 | 16 | 5
N#CCCn1cc(/C=C2\NC(=S)N(c3ccccc3)C2=O)c(-c2ccc(-c3ccccc3)cc2)n1 | -7 | -18 | -0.3 | -4 | 8 | -2.0 | -2 | 7 | 21 | -49
O=C(NCCc1ccccc1)c1ccc(NCC2CCCO2)c([N+](=O)[O-])c1 (stereo unspecified) | -4 | -7 | i | -26 | 11 | 0.5 | -1 | 15 | -5 | 3
O=C(O)C1CC=CCC1C(=O)Nc1cccc(Cl)c1 (stereo unspecified) | -2 | -5 | 0.0 | -3 | -16 | . | 0 | 9 | -12 | 6
Cc1ccc(NC(=O)CN(C)C(=O)CSc2nnc(NC(C)C)s2)cc1 | -5 | 0 | -0.3 | -1 | 4 | -0.1 | . | 3 | . | .
CCOC(=O)c1sc(NC(=O)OC)c(C(=O)OC)c1C | 6 | -2 | -0.4 | 3 | 7 | -0.8 | 0 | 10 | -10 | 12
O=C(O)C(Cc1ccc(O)cc1)N1C(=O)c2c(Cl)c(Cl)c(Cl)c(Cl)c2C1=O (stereo unspecified) | 2 | -3 | -0.8 | -3 | -3 | -0.1 | . | 1 | . | -2
N#Cc1c(NC(=O)CSc2ncn[nH]2)sc2c1CCCCC2 | -7 | -2 | -1.8 | 7 | -13&-12 | . | 0 | -5 | 10 | -15
COc1cc(O)c(C(=O)/C=C/c2ccccc2)c(OC)c1 | 0 | 4 | -0.4 | -2 | 7 | 0.1 | 3 | -4 | 15 | -22
COc1cc(NC(=O)c2ccc(N)nc2)cc(C(=O)Nc2cccc(C(F)(F)F)c2)c1 | 3&14 | -14&4 | -0.4&1.2 | 9&3 | 8 | -2.3&-1.7 | . | 10&5 | 11 | -167
COc1ccc(OC)c(/C=N/N=C2\SCC(=O)N2Cc2ccco2)c1 | -1 | 6 | i | -4 | . | 0.3 | -1 | -3 | -2 | -4
COc1ccc(S(=O)(=O)NC(=O)C2(C)CCN2C(=O)Cc2ccccc2Cl)cc1 (stereo unspecified) | -1 | 2 | -0.4 | 7 | . | -1.1 | . | . | . | .
CCC(CO)Nc1nc2ccc(Cl)cc2c2ccccc12 (stereo unspecified) | 2 | -1 | i | 9 | -5 | -0.3 | -4 | -6 | 49 | -2

This is a subset (hit frequency here may not be typical).
